KKLEB cytotox = CF airway cell cytotoxicity counter-screen; actives 0.36% (n = 360,000); AID 602141; activity change (cytotoxicity), % at 5 µM; KKLEB CF airway cells viability, ATPlite luminescence, overnight; hits give low values; cells stimulated with P. aeruginosa culture filtrate;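 active means corrected activity change at or below -50% at 5 µM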
TWEAK Fn14 block = blocks TWEAK-Fn14 interaction in a reporter cell assay; TWEAK-stimulated Fn14 reporter cells, luciferase luminescence, 8 h; inhibition, % at 10 µM; actives 2% (n = 360,000); AID 1159606; in the data active means inhibition above about 50%
NR2E3 ag-1 = agonists of human nuclear receptor NR2E3; AID 2300; GST-NR2E3/biotin-RetCOR TR-FRET, 1536-well; Q9Y5X4; inhibition of corepressor binding, % at 4.78 µM; actives 0.12% (n = 320,000);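 active means percent inhibition above the cutoff of mean plus 3 SD of all tested compounds, set per screening campaign, cut at about 20% in these data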;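 further: 0% = DMSO wells and 100% = biotin wells as full block of FRET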
Target sequence (Q9Y5X4 whole entry, looked up): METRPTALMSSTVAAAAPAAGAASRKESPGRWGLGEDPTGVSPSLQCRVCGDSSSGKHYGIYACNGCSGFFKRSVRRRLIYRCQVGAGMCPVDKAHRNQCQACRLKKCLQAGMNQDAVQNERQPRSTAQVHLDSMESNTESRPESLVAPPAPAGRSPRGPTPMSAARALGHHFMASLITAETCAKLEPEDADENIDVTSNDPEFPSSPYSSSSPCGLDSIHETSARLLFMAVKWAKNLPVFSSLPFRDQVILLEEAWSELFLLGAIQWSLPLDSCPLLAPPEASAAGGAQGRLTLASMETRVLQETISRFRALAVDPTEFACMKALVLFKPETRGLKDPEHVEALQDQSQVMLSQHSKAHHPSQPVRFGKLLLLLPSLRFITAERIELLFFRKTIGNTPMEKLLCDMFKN
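Test system – NR2E3–RetCOR corepressor complex · Quantity – NR2E3 fusion 1.35 nM · Buffer or medium – Tris pH 7.5 · Incubation – Compound–protein incubation for 5 h at 4 °C · Technique – TR-FRET, Eu(K)-anti-GST donor, streptavidin-D2 acceptor, ex 340, em 617/671 nm · Evaluation – percent inhibition of 671/617 nm emission ratio versus biotin and DMSO controls · Plate – 1536-well format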
Shn3 inh set2 = reduces Shn3 3'UTR luciferase signal in osteoblasts. Clone20 osteoblast Shn3 3'UTR firefly luciferase, 24 h. inhibition, % at 12.5 µM. actives 0.52% (n = 360,000);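 active means mean inhibition of at least 75% with every replicate also reaching 75%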;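 further: 0% = median of neutral control wells and 100% = pilot-screen positive control compound; some compounds past the cut are filed as inactive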
HIF-2a block = inhibitors of HIF-2a | actives 0.72% (n = 360,000) | inhibition, % at 18.8 µM | 786-0 RCC cells HIF-2a reporter, luciferase luminescence, overnight;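 active means inhibition of the luminescence signal of 40% or more relative to plate controls, in a single-dose primary screen at 18.75 µM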
NR2E3 ag-2 = human photoreceptor-specific nuclear receptor agonism | Q9Y5X4 | CHO-S Gal4-NCOR/VP16-NR2E3 two-hybrid, luciferase | inhibition of corepressor binding, % at 3.98 µM | actives 0.35% (n = 360,000) | AID 602229;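 active means inhibition above the mean of all tested compounds plus 3 SD, cut at about 70% in these data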;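 further: 0% = DMSO with NR2E3 transfected cells and 100% = cells lacking NR2E3 construct; higher means lower luciferase signal from less NR2E3 corepressor binding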
Peg3 promoter = Peg3 promoter activity inhibition | HeLa PEG-Prom luciferase reporter, luminescence, overnight | inhibition, % at 20 µM | actives 1.7% (n = 360,000) | AID 588405;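 active means inhibition of at least 50% at 20 µM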
TRAIL sens C8 = caspase-8 TRAIL sensitization | NB7+C8 cells + TRAIL, ATPlite viability luminescence | inhibition (viability loss, TRAIL sensitization), % at 10 µM | actives 1% (n = 360,000);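 active means compounds causing at least 50% loss of cell viability in the single-dose screen, relative to plate controls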
CF NFkB block = inhibitors of cystic fibrosis induced NF-kB | KKLEB NF-kB-GFP reporter, PAF-induced, GFP fluorescence overnight | inhibition, % at 5 µM | actives 0.86% (n = 360,000);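 active means at least 50% inhibition at 5 µM, scaled per plate between neutral and stimulator controls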;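 further: PAF is a Pseudomonas aeruginosa culture filtrate used as stimulus; plate controls were PAF-stimulated DMSO wells for no effect and unstimulated DMSO wells for full effect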
TRPM1 prom inh = MITF TRPM1 promoter inhibition in SK-MEL-5 cells. inhibition, % at 12.5 µM. actives 0.83% (n = 330,000). SK-MEL-5 TRPM1 promoter luciferase, 24 h. AID 488899;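 active means mean inhibition across replicates of 60% or more, whatever share of single replicates reaches that level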; further: values of inactives mirror those of a sister screen read the other way
TROY signal inh = TROY signaling inhibition; inhibition, % at 10 µM; Q293 LMP1-TROYcd NF-kB luciferase reporter, 4 h; AID 1347056; actives 0.98% (n = 360,000);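 active means compounds whose plate-normalised and pattern-corrected inhibition of the luciferase reporter signal at the single screening dose is 50% or more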
* = called active by the depositor; / = not tested or not shown. These rows are one share of the data (hit frequency here may not be typical).

nr	SMILES	KKLEB cytotox	TWEAK Fn14 block	NR2E3 ag-1	Shn3 inh set2	HIF-2a block	NR2E3 ag-2	Peg3 promoter	TRAIL sens C8	CF NFkB block	TRPM1 prom inh	TROY signal inh
1	CCOCCCNCC(=O)Nc1cc(S(=O)(=O)N2CCOCC2)ccc1N1CCOCC1	-2	3	/	-12	14	6	-6	12	-20	-2	11
2	CC(C)c1ccc(/C=C/C(=O)NC(=S)NN2CCOCC2)cc1	15	11	/	-28	41*	1	-68	-23	-24	-1	5
3	Cn1c(SCC(=O)NCC2CCCO2)nc2scc(-c3ccccc3)c2c1=O (stereo not given)	5	-9	-1	16	16	11	1	-11	-6	3	12
4	CC(=O)Nc1ccc(S(=O)(=O)NCC(=O)NNC(=O)COc2ccccc2Cl)cc1	-12	1	1	4	11	0	1	-16	14	-3	-1
5	CC(C)C(NC(=O)C1(NC(=O)OCc2ccccc2)CCCC1)C(=O)O (stereo not given)	-7	12	/	-12	3	5	-5	0	-13	-1	5
6	O=c1[nH]c(-c2ccc(O)cc2)nc2scc(-c3cccs3)c12	7	-7	2	-7	-351	-168	-301	22	-62	-113	4
7	CC(OC(=O)c1cccc([N+](=O)[O-])c1)C(=O)NCc1ccc2c(c1)OCO2 (stereo not given)	3	17	0	-5	0	-25	14	-23	3	3	17
8	COCCNC(=S)NNC(=O)c1cccs1	-12	-4	0	5	6	4	10	-4	4	-8	-4
9	O=C(CSc1ccccn1)N1CCNC1=O	-11	7	/	-6	8	-30	7	-12	10	4	-19
10	COc1cc(CC(=O)N(c2ccccc2)c2nc(C)cs2)cc(OC)c1OC	3	-16	-2	3	9	-4	-9	13	-12	12	11

nr	SMILES	KKLEB cytotox	TWEAK Fn14 block	NR2E3 ag-1	Shn3 inh set2	HIF-2a block	NR2E3 ag-2	Peg3 promoter	TRAIL sens C8	CF NFkB block	TRPM1 prom inh	TROY signal inh
11	COc1ccc(-n2ncc3c2CC(C)(C)CC3NC(=O)C2=CC(=O)CC(C)(C)O2)cc1 (stereo not given)	-5	-11	2	6	-18	-50	5	-18	18	-4	-6
12	CCC(O)C(C)(C)C (stereo not given)	6	-2	1	-1	9	-7	4	-12	-2	-2	16
13	COc1cccc(C(=O)Nc2ccc(S(=O)(=O)N3CCCCC3)cc2)c1OC	-10	-2	-3	-8	-4	31	5	-12	4	6	5
14	CC#CC(=O)NC1CCCN(C2Cc3ccccc3C2)C1 (stereo not given)	0	16	1	4	-15	-13	-11	-3	-12	8	-5
15	CCn1cc(C(=O)N2CCN(Cc3ccc4c(c3)OCO4)CC2)c(=O)c2ccc(C)nc21	2	4	1	8	18	1	14	-11	2	6	12
16	CCN1C[C@@H]2[C@@H]3C(=O)N(Cc4ccccc4)C(=O)[C@@H]3[C@](CC)(C1=O)N2C(=O)c1ccc(F)cc1	-10	3	/	-2	6	-8	9	-8	-8	-5	5
17	COC(=O)C1=C(C)NC2=C(C1c1ccc(O)cc1)S(=O)(=O)c1ccccc12 (stereo not given)	2	-24	0	-12	-14	10	-16	38	5	3	10
18	CCOC(=O)[C@]12CCC=C1N(CCC1=CCCCC1)C(=O)[C@H](CC(=O)NCc1cccc3ccccc13)C2	/	1	/	/	3	-10	/	0	/	/	-14
19	COC(=O)C1=C(O)/C(=C\c2ccc(OCC(=O)Nc3ccccc3OC)cc2)N=C1C	1	-5	0	25	-5	-7	4	-8	-4	-10	6
20	Cc1cc(Nc2ccc(F)cc2)n2nc(C)nc2n1	-6	-2	-2	-6	8	6	3	2	-5	0	-12

nr	SMILES	KKLEB cytotox	TWEAK Fn14 block	NR2E3 ag-1	Shn3 inh set2	HIF-2a block	NR2E3 ag-2	Peg3 promoter	TRAIL sens C8	CF NFkB block	TRPM1 prom inh	TROY signal inh
21	CCOC(=O)C(CC)n1cnc2c(nnn2-c2cccc(OC)c2)c1=O (stereo not given)	18	-8	5	-23	-25	1	-17	16	-3	-1	-36
22	OCCC1CN(Cc2cnn(-c3ccc(F)cc3)c2)CCN1Cc1ccsc1 (stereo not given)	-22	0	0	0	8	20	5	4	8	7	13
23	O=C(CC12CCC(CC1)C2)NCc1ccc2c(c1)OCO2	-8	-36	-2	-25	-89	-42	-60	10	0	-13	-36
24	CN(CC(=O)Nc1ccc(Cl)c(Cl)c1)C1CCCCC1	-5	-28	/	10	-13	-14	-31	5	11	-2	-11
25	CC(=O)Nc1ccc(S(=O)(=O)Nc2ccc(S(=O)(=O)Nc3ncccn3)cc2)cc1	7	15	2	13	0	-24	4	-1	12	6	-6
26	COc1cccc(NC(=O)CSc2nnnn2C2CCCCC2)c1	9	-1	/	1	-12	11	-24	-17	6	-2	7
27	CC1(c2ccccc2)NC(=O)N(Cc2ccc([N+](=O)[O-])cc2)C1=O (stereo not given)	3	0	3	8	6	2	4	-1	-24	7	10
28	COc1ccc(OC)c(NC(=O)C2CCCN2C(=O)NC2CCCCC2)c1 (stereo not given)	1	-3	6	-7	7	-9	8	-14	6	0	1
29	CCOC(=O)c1cnn2cc(-c3[nH]ncc3[N+](=O)[O-])cnc12	-2	-17	-2	-9	-36	-20	-31	-9	8	-7	-24
30	O=C(CN1C(=O)NC2(CCCC2)C1=O)Oc1ccc2ccc(=O)oc2c1	10	4	6	-11	7	-8	-23	-11	-14	10	1

By substructure, the compounds so far containing fluorine.
nr	SMILES	KKLEB cytotox	TWEAK Fn14 block	NR2E3 ag-1	Shn3 inh set2	HIF-2a block	NR2E3 ag-2	Peg3 promoter	TRAIL sens C8	CF NFkB block	TRPM1 prom inh	TROY signal inh
16	CCN1C[C@@H]2[C@@H]3C(=O)N(Cc4ccccc4)C(=O)[C@@H]3[C@](CC)(C1=O)N2C(=O)c1ccc(F)cc1	-10	3	/	-2	6	-8	9	-8	-8	-5	5
20	Cc1cc(Nc2ccc(F)cc2)n2nc(C)nc2n1	-6	-2	-2	-6	8	6	3	2	-5	0	-12
22	OCCC1CN(Cc2cnn(-c3ccc(F)cc3)c2)CCN1Cc1ccsc1 (stereo not given)	-22	0	0	0	8	20	5	4	8	7	13

Entries of single compounds as entered above. Values in the order: KKLEB cytotox, TWEAK Fn14 block, NR2E3 ag-1, Shn3 inh set2, HIF-2a block, NR2E3 ag-2, Peg3 promoter, TRAIL sens C8, CF NFkB block, TRPM1 prom inh, TROY signal inh
Shown for `O=C(CC12CCC(CC1)C2)NCc1ccc2c(c1)OCO2` → -8, -36, -2, -25, -89, -42, -60, 10, 0, -13, -36
Shown for `Cn1c(SCC(=O)NCC2CCCO2)nc2scc(-c3ccccc3)c2c1=O` (stereo not given) → 5, -9, -1, 16, 16, 11, 1, -11, -6, 3, 12
Shown for `CCN1C[C@@H]2[C@@H]3C(=O)N(Cc4ccccc4)C(=O)[C@@H]3[C@](CC)(C1=O)N2C(=O)c1ccc(F)cc1` → -10, 3, /, -2, 6, -8, 9, -8, -8, -5, 5
Shown for `COc1cc(CC(=O)N(c2ccccc2)c2nc(C)cs2)cc(OC)c1OC` → 3, -16, -2, 3, 9, -4, -9, 13, -12, 12, 11

More records
nr	SMILES	KKLEB cytotox	TWEAK Fn14 block	NR2E3 ag-1	Shn3 inh set2	HIF-2a block	NR2E3 ag-2	Peg3 promoter	TRAIL sens C8	CF NFkB block	TRPM1 prom inh	TROY signal inh
31	CN(C)c1ccc(NC(=O)Nc2cccc(Cl)c2)cc1	-6	-15	-1	-12	-198	-113	-320	27	3	-28	-47
32	CCC1CCCCN1C(=O)CSc1nnc(-c2ccco2)o1 (stereo not given)	0	-11	2	-73	-125	-95	-118	5	3	-51	0
33	Cc1ccc(NC(=O)COC(=O)CN2CCSC2=O)cc1F	0	2	/	-9	7	-16	15	-7	12	/	-10
34	CCCN(CC(=O)Nc1ccccc1OC)C(=O)c1ccc(S(=O)(=O)Nc2ccccc2OC)cc1	-15	3	/	8	6	8	7	0	20	13	-1
35	CCc1ccccc1NC(=S)NCC1CCN(c2ccc(OC)cc2)C1 (stereo not given)	-1	3	-2	23	1	-9	16	-11	6	20	-2
36	COc1ccc(C(=O)N[C@H](C(=O)NCC2CCCCC2)C(C)C)cc1	8	-12	-2	13	2	-13	13	4	6	-11	-20
37	COc1ccccc1C(=O)Oc1ccc2ccc(=O)oc2c1	13	35	1	-25	-2	-6	-9	-7	5	7	-43
38	CCc1ccc(NC(=S)Nc2ccc3[nH]c(=O)[nH]c3c2)cc1	4	-19	0	/	-98	-3	-32	-7	-20	-3	-25
39	O=C(Cc1coc2cc3c(cc12)CCC3)NCC1(N2CCCCC2)CCCCC1	-7	-6	1	-15	20	18	9	-10	21	2	-17
40	Clc1ccc(C=NN2CCCCCC2)cc1	-2	-42	/	-31	-223	0	-288	-10	6	-74	-46

nr	SMILES	KKLEB cytotox	TWEAK Fn14 block	NR2E3 ag-1	Shn3 inh set2	HIF-2a block	NR2E3 ag-2	Peg3 promoter	TRAIL sens C8	CF NFkB block	TRPM1 prom inh	TROY signal inh
41	CCc1nnc(NC(=O)c2ccc(S(=O)(=O)N3CCOCC3)cc2)s1	2	0	1	17	-4	-11	-7	14	-8	11	-15
42	Cc1ccccc1NC(=O)c1ccccc1NC(=O)c1cccs1	-6	-8	-3	-11	-22	10	-8	10	10	-2	0
43	COc1ccccc1C(=O)Nc1nc(-c2ccc3c(c2)OCCO3)cs1	13	5	3	-1	-95	-28	-38	-20	-28	/	51*
44	CCCNC(=O)NS(=O)(=O)c1cnccc1Sc1ccc(Cl)c(Cl)c1	3	-3	3	-18	8	-18	10	-9	4	-5	-22
45	COc1ccc(C(=O)O)nc1C	8	5	0	-5	14	-8	8	18	-12	3	-20
46	Cc1ccccc1S(=O)(=O)N1[C@@H](c2ccccc2)C(C(=O)O)=CC[C@H]1c1ccc(Cl)cc1	-9	14	-3	-8	19	7	19	4	14	-4	3
47	O=C(/C=C/c1ccco1)N1CCN(S(=O)(=O)/C=C/c2ccccc2)CC1	8	-25	1	11	-18	-18	-10	-15	1	12	16
48	COc1ccc(OC)c(NC(=O)C2(C)CCN2C(=O)CC2CC2)c1 (stereo not given)	-5	3	/	-12	11	1	-2	-19	12	/	-1
49	Oc1[nH]c2ccccc2c1N=Nc1ccc(F)cc1	8	-4	0	-53	-224	-71	-225	17	-8	-37	-34
50	N#Cc1ccc(Nc2nc(-c3ccc(O)cc3O)cs2)cc1C(F)(F)F	10	86*	2	12	-59	-14	103*	28	6	-11	67*
51	COc1nccnc1NS(=O)(=O)c1ccc(N=Cc2c(C)[nH]n(-c3ccccc3)c2=O)cc1	0	4	13	-2	9	9	-7	3	-14	-10	-13
52	NC(=O)CC(c1ccccc1)c1ccc2c(c1)OCO2 (stereo not given)	-9	4	/	7	16	-14	0	1	12	-4	5

Screens from PubChem.
